# Tau fluor cs: counter-screen for tau fibril formation inhibitors. tau K18 P301L Alexa594 fluorescence, heparin fibrillization. Potency, µM (highest dose often 57.7 µM), inactives show top-dose activity change, negative = decrease. hit rate 0.93% among 280,000. AID 1463; further: nearly all actives have a fitted effect of over 55% in size
#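 Human K18 P301L tau (15 uM unlabeled plus 0.24 uM Alexa 594-labeled, final) in 100 mM sodium acetate pH 7 was mixed with compound and 20 uM heparin and incubated 6 hr at 37 C.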
# Tau FP inhib: inhibitors of human tau fibril formation | P10636 | hit rate 0.39% among 280,000 | K18 P301L tau heparin fibrillization, Alexa594 FP, 6 h | Potency, µM (top dose mostly 57.7 µM), for inactives: top-dose activity, negative = inhibition, usual class: inhibitors; further: nearly all actives have a fitted effect of over 55% in size
# Target sequence (P10636 561-689 P618L limits assumed): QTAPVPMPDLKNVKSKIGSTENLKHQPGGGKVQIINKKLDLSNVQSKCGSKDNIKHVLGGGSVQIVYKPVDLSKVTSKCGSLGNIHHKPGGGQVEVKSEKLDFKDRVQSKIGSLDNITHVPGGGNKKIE
#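 K18 P301L tau (15 uM unlabeled/0.24 uM Alexa 594-labeled, final) + compound + heparin 20 uM final; 100 mM NaOAc pH 7; 6 hr 37 C; ThT 30 uM final added, 1 hr RT; FP ex 555/em 632 nm.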
# TR SRC2 fluor cs: Texas Red fluorescence interference in TRb-SRC2 counter-screen; TRb/SRC2 Texas Red total fluorescence interference; Potency, µM (highest dose often 106 µM), without a hit: at the top dose fluorescence change, negative = quenching; hit rate 0.29% among 280,000; active means well fitted curve in either direction with a large enough effect; inconclusive means small, poorly fitted or top-dose-only effect
#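 Human TRβ ligand-binding domain (0.6 uM) and Texas Red SRC2 peptide (20 nM) in Tris buffer with 1 uM T3 and 5% DMSO were incubated with pinned compound for 5 hr at ambient temperature. Total fluorescence was computed as S + 2P (555/632 nm).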
# L3MBTL1 block: inhibitors of human L3MBTL1; Potency, µM (highest dose often 57.1 µM), for the others: top-dose activity, negative = inhibition, actives largely listed as inhibitors; AlphaScreen L3MBTL1–H3K9me1 peptide binding; hit rate 0.66% among 230,000; AID 485360; further: nearly all actives have a fitted effect of over 60% in size
#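 Read-out is AlphaScreen signal from streptavidin donor and nickel chelate acceptor beads (10 ug/mL final each) bridging L3MBTL1 (50 nM) and biotinylated K9-monomethylated H3(1-15) peptide (75 nM), after 30 min compound exposure at room temperature.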
# aGal spleen mod: alpha-galactosidase A (human) modulation; P06280; human spleen homogenate, 4MU-alpha-Gal fluorescence, 40 min; Potency, µM (highest dose often 80 µM), without a hit: top-dose activity change, negative = inhibition, most hits filed as inhibitors; hit rate 0.008% among 240,000; AID 2107;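 further: 0% = enzyme with vehicle and -100% = no enzyme basal signal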
# Target sequence (P06280 32-429 limits assumed): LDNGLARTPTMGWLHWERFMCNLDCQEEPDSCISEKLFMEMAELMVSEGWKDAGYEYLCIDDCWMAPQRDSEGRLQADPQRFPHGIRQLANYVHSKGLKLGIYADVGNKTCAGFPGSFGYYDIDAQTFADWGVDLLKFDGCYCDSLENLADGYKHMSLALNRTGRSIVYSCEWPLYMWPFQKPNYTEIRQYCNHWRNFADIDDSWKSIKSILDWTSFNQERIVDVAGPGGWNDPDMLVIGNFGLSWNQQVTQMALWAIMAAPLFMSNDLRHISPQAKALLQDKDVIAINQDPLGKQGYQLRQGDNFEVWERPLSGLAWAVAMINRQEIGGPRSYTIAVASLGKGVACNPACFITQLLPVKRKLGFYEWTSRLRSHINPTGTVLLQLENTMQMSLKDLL
#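 Inhibition or activation of alpha-galactosidase in human spleen homogenate is scored by 4-MU fluorescence after 40 min at 37C, pH 5.0, with 1 mM substrate. AC50s come from concentration-response fitted to the Hill equation.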
# Tau ThT inhib: blocks human tau fibril formation measured by thioflavin T | P10636 | recombinant tau K18 P301L (four-repeat tau fragment), heparin-induced fibrillization, ThT fluorescence | Potency, µM (top dose mostly 57.4 µM), without a hit: at the top dose activity, negative = inhibition, actives largely listed as inhibitors | hit rate 2.1% among 270,000 | AID 1460; further: nearly all actives have a fitted effect of over 55% in size
#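 K18 P301L tau (15 uM + 0.24 uM Alexa 594-tagged), heparin 20 uM, NaOAc pH 7, 6 h 37 C; ThT 30 uM, 1 h RT, ex 450/em 510 nm.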
# TRb-SRC2 inh: disrupts binding of human TR beta to SRC2; hit rate 0.065% among 280,000; Potency, µM (top dose mostly 106 µM), for the others: top-dose activity change, negative = inhibition, usual class: inhibitors; P10828; TRbeta-SRC2 peptide binding, fluorescence polarization; receptor liganded with 1 µM T3;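 further: plate controls were bound peptide for no effect and peptide without receptor for full effect; nearly all actives have a fitted effect of over 50% in size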
# Target sequence (P10828 whole entry, looked up): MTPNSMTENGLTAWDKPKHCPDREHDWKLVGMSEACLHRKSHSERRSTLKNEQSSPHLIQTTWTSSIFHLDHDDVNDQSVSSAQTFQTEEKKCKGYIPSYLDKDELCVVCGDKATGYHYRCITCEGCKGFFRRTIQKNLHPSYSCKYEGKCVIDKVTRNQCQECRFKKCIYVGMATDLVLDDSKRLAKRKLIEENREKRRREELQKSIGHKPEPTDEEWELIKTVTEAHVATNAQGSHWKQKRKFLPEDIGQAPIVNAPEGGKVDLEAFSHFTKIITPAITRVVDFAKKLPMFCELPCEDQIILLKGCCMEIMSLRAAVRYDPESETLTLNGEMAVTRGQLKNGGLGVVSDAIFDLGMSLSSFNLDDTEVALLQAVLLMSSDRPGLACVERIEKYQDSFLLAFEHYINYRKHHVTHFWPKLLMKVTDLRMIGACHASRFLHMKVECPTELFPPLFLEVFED
#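 Quantitative HTS by FP: 0.6 uM TRb LBD, 20 nM labeled SRC2 20-mer, 1 uM T3, 5% DMSO; 5 hr ambient incubation; % activity per concentration and potencies from concentration series.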
# ALDH1A1 inh: ALDH1A1 (human) enzyme inhibition; Purified ALDH1A1, NADH fluorescence, propionaldehyde substrate; Potency, µM (series often up to 75.3 µM), for inactives: at the highest dose activity, negative = inhibition, usual class: inhibitors; hit rate 7.3% among 220,000; AID 1030; active means well fitted inhibition curve with a large enough effect, not every such curve was filed as active; inconclusive means small, poorly fitted or top-dose-only effect, or another doubt; inactive means no such curve, though single readings can be large or run the other way;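 further: plate controls were no enzyme wells and a reference inhibitor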
# Active calls of the source: *; ? = inconclusive; nt = not tested or not shown; [ ] = remark or other dose. Unless noted, the call rests on the fitted dose curve; in most records, active means well fitted curve in the direction sought with a large enough effect; inconclusive means small, poorly fitted or top-dose-only effect, or another doubt; inactive means no such curve, though single readings can be large; an effect the other way counts as inactive or inconclusive. Unless noted, on the % scale 0 is the no-effect control and ±100 the full control effect; potency means the concentration at half of the fitted maximal effect. The order is random (roughly 8.5% active in at least one column).
SMILES,Tau fluor cs,Tau FP inhib,TR SRC2 fluor cs,L3MBTL1 block,aGal spleen mod,Tau ThT inhib,TRb-SRC2 inh,ALDH1A1 inh
Cc1ccccc1-n1nc2c(c1NC(=O)c1cc3ccccc3oc1=O)CS(=O)C2 (stereo unspecified),-6%,-1%,-6%,-4%,-6%,-12%,-8%,-9%
CN(CC(=O)Nc1ccc2c(c1)OCO2)S(=O)(=O)c1ccc2c(c1)CCC(=O)N2,-5%,8%,1%,nt,5%,nt,4%,nt
N#Cc1sc2nc(C3CC3)cc(-c3ccc(Cl)cc3)c2c1N,-26%,?,-4%,100%[activator],2%,?,-8%,?
CCC1(C)Cc2c(sc3nc(SC)nc(NCCN(C)C)c23)CO1 (stereo unspecified),-1%,-2%,1%,0%,3%,-1%,3%,11%
O=c1[nH]snc1N1CCOCC1,-13%,?,2%,10%,8%,?,-3%,-4%
O=C(CSc1nc(O)c(C2CCCCC2)c(=O)[nH]1)Nc1ccc(Cl)cc1,-12%,2%,1%,nt,-1%,-9%,-7%,-1%
CCC(Sc1nc(C)cc(C)n1)C(=O)Nc1ccc(Cl)cn1 (stereo unspecified),-12%,-8%,-1%,3%,1%,-9%,-11%,1%
Cc1ccc(NC(=O)Cn2cnc3c(oc4nc5c(cc43)COC(C)(C)C5)c2=O)cc1,6%,-3%,-2%[53 µM],1%,5%,6%,-3%[53 µM],-4%
CC(C)(C)n1ncc2c(=O)n(Cc3cccc(Cl)c3)cnc21,-17%,-1%,5%,nt,-7%,-11%,-3%,2%
COc1ccc(NC(=O)CSc2nc3ccccc3c3nc4ccccc4n23)cc1,-1%,0%,-2%,-3%,-3%,-3%,4%,-12%

# The closing two entries of the part before open the next one:
SMILES,Tau fluor cs,Tau FP inhib,TR SRC2 fluor cs,L3MBTL1 block,aGal spleen mod,Tau ThT inhib,TRb-SRC2 inh,ALDH1A1 inh
CC(C)(C)n1ncc2c(=O)n(Cc3cccc(Cl)c3)cnc21,-17%,-1%,5%,nt,-7%,-11%,-3%,2%
COc1ccc(NC(=O)CSc2nc3ccccc3c3nc4ccccc4n23)cc1,-1%,0%,-2%,-3%,-3%,-3%,4%,-12%
CCCS(=O)(=O)N1CCC(C(=O)NCCc2ccc(OC)c(OC)c2)CC1,-10%,0%,2%,-4%,10%,-11%,-20%,-4%
c1ccc(-c2nnc(-c3ccncc3)nc2-c2ccccc2)cc1,-7%,-15%,2%,-15%,10%,-1%,-7%,5%
Cc1cc(NC(=O)CSCc2nc(-c3cccc(Cl)c3)oc2C)no1,-14%,-11%,-2%,3%,3%,-10%,2%,6%
O=C(NCc1nnc(SCC(=O)N2CCCc3ccccc32)n1-c1ccccc1)c1cccc2ccccc12,-6%,-11%,1%,-13%,9%,-11%,2%,?
Cc1cccc(/C=C2/S/C(=N/N=C3\CC4CCC3(C)C4(C)C)NC2=O)c1 (stereo unspecified),-18%,7%,-9%,-10%,11%,-15%,4%,8%
CC(C)(C)c1ccc(-c2nc(NC(=O)CSc3ncnc4sc5c(c34)CCCC5)ns2)cc1,-1%,0%,-1%,nt,nt,-8%,-2%,nt
COc1ccccc1S(=O)(=O)Cc1ccc(C(=O)N2CCN(c3cc(Cl)ccc3C)CC2)o1,-12%,5%,2%,nt,nt,-12%,2%,nt
COc1ccccc1NC(=O)Cn1c(=O)n(CC2CCC(C(=O)NCCc3ccccc3)CC2)c(=O)c2ccccc21 (stereo unspecified),-5%,10%,-2%,nt,nt,7%,-6%,nt
CCn1c(COc2cccc3ccccc23)nnc1SCC(N)=O,5%,6%,-7%,-3%[11.4 µM],0%,0%,0%,-2%
Cc1ccc(NC(=O)c2cnn3c(C(F)F)cc(-c4ccccc4)nc23)c(C)c1,-5%,-3%,2%,nt,nt,-7%,-4%,nt
O=C(c1noc2c1CCCC2)N1CCCCC1,5%,0%,2%,nt,9%,8%,6%,1%
CCN1CCN(CCNC(=O)c2ccc(/C=C3\Sc4ccccc4N(Cc4ccccc4F)C3=O)cc2)CC1,-6%,-20%,-1%,-16%,3%,?,2%,?
CCNC(=O)c1nn(-c2ccccc2C)nc1CO,-2%,-5%,1%,nt,nt,-2%,0%,nt
COC(=O)c1ccc(C(NC(=O)OCc2ccccc2)/C(=C/[C@@H](C)C(=O)NCCF)c2cccnc2)cc1 (stereo partly specified),-3%,1%,-3%,nt,4%,-7%,2%,9%
O=c1c(-c2ccccc2)c(O)c2cccc3c2n1CCC3,-13%,-3%,0%,8%,8%,-11%,-5%,-2%
CC1=NN(C(N)=S)C(=O)C1N=Nc1ccc(C)cc1C (stereo unspecified),?,1%,-4%,nt,-3%,3.2µM*,2%,10µM*
CCOC(=O)C1=C(N)OC2=C(C(=O)CCC2)C1c1ccco1 (stereo unspecified),1%,-7%,1%,?,3%,-7%,-5%,-8%
O=C(Nc1ccccn1)c1ccc2c(c1)S(=O)(=O)c1ccccc1C2=O,-17%,8%,-1%,5%,3%,?,2%,16µM*
Cn1ncc(C#N)c1/N=C/N(Cc1ccccc1)Cc1ccccc1,-9%,4%,1%,14%[11.4 µM],-1%,?,-3%,?
COc1cc2c3c(c1OC)C1(C=CC(=O)C=C1)CC3N(C(=O)c1ccccc1)CC2 (stereo unspecified),-4%,0%,-2%,-5%,1%,-10%,0%,?
Cc1ccnc(N2C(=O)C3C4CC(C(Br)C4Br)C3C2=O)c1 (stereo unspecified),4%,0%,2%,5%,4%,0%,-2%,4%
CC(CC(C)C(=O)Nc1ccccc1C(C)(C)C)C(=O)O (stereo unspecified),0%,-1%,0%,3%,1%,-2%,-8%,24%
CN(C(=O)COc1ccc(Cl)cc1)c1nnc(C23CC4CC(CC(C4)C2)C3)s1,-1%,?,1%,1%,-6%,1%,1%,4%
COc1ccc(C2C(C(=O)O)CC(=O)N2c2ccc(OC)cc2)cc1 (stereo unspecified),-3%,-3%,1%,?,-1%,-6%,2%,4%
COC(=O)c1c(NC(=O)c2c(C)noc2C)sc2c1CCCCCC2,4%,1%,0%,nt,0%,5%,0%,9%
Cc1cccc(CNc2ccnc(-c3cccnc3)n2)c1,-7%,0%,4%,nt,5%,-1%,10%,?
c1cc(CNc2ccc(N3CCOCC3)cc2)ccn1,?,?,2%,nt,-4%,22µM*,-13%,-13%
Cc1cccc2c1NC(C)CC2C (stereo unspecified),-4%,0%,0%,-10%,8%,-7%,-12%,?
C/C(=N/NC(=O)c1cccs1)c1cccc(N)c1,-10%,3%,-1%,4%,-1%,-17%,-5%,?
CCCC(=O)NC(=S)Nc1ccccc1N1CCOCC1,2%,-6%,-3%,-4%,10%,-2%,-1%,3%
CCOC(=O)C1CCN(C(c2ccc(OCC)cc2)c2c(O)cc(C)n(CCOC)c2=O)CC1 (stereo unspecified),-6%,?,-3%,nt,nt,?,2%,nt
O=C(/C=C/c1ccccc1Cl)NC1CCS(=O)(=O)C1 (stereo unspecified),6%,0%,3%[53 µM],1%,7%,1%,7%[53 µM],7%
O=C(Cn1nnc2c(sc3nc4c(c(-c5ccccc5)c32)CCC4)c1=O)c1ccccc1,-1%,6%,1%,nt,3%,1%,-21%,6%
CCOC(=O)N1CCC(NCCNC(=O)c2cccs2)CC1,2%,4%,-3%,1%,6%,-2%,-5%,?
CCCC1C(=O)N(Cc2ccccc2)C(=O)CC1C (stereo unspecified),-22%,-6%,-1%,3%,3%,-21%,0%,nt
COc1ccc(Oc2nc(-c3ccccc3)ncc2S(=O)(=O)c2ccccc2)cc1,?,?,-3%,0%,0%,-17%,-7%,-2%
COc1cc(-c2nc3ccc4ccccc4c3c3c2CCC3)ccc1O,-25%,10%,1%,-12%,-6%,-17%,5%,14%
Cn1c(C(=O)N2CCC(C(=O)NCCc3ccccc3)CC2)cc2sccc21,-13%,-6%,2%,nt,nt,-11%,-3%,nt
CCCn1nc(CC(=O)O)c2ccccc2c1=O,2%,0%,1%,-2%,-2%,6%,-5%,8%
CC(=O)Nc1ccc(Oc2ccc(NC(C)=O)c(NC(C)=O)c2)cc1,1%,1%,0%,21%,-2%,1%,0%,6%

# A draw from above in order of molecular weight, low to high:
SMILES,Tau fluor cs,Tau FP inhib,TR SRC2 fluor cs,L3MBTL1 block,aGal spleen mod,Tau ThT inhib,TRb-SRC2 inh,ALDH1A1 inh
CCCn1nc(CC(=O)O)c2ccccc2c1=O,2%,0%,1%,-2%,-2%,6%,-5%,8%
CCCC1C(=O)N(Cc2ccccc2)C(=O)CC1C (stereo unspecified),-22%,-6%,-1%,3%,3%,-21%,0%,nt
O=C(/C=C/c1ccccc1Cl)NC1CCS(=O)(=O)C1 (stereo unspecified),6%,0%,3%[53 µM],1%,7%,1%,7%[53 µM],7%
COc1cc(-c2nc3ccc4ccccc4c3c3c2CCC3)ccc1O,-25%,10%,1%,-12%,-6%,-17%,5%,14%
COc1ccc(Oc2nc(-c3ccccc3)ncc2S(=O)(=O)c2ccccc2)cc1,?,?,-3%,0%,0%,-17%,-7%,-2%
CCOC(=O)C1CCN(C(c2ccc(OCC)cc2)c2c(O)cc(C)n(CCOC)c2=O)CC1 (stereo unspecified),-6%,?,-3%,nt,nt,?,2%,nt

# Remaining list, next part.
SMILES,Tau fluor cs,Tau FP inhib,TR SRC2 fluor cs,L3MBTL1 block,aGal spleen mod,Tau ThT inhib,TRb-SRC2 inh,ALDH1A1 inh
Cc1cc(NC(=O)c2ccccc2F)ncc1NC(=O)c1cccs1,-12%,1%,0%,-3%,-1%,-15%,-1%,-5%
Cc1ccc(CN(CC(=O)N/N=C/c2ccco2)S(=O)(=O)c2ccc(C)cc2)cc1,?,-3%,0%,nt,1%,?,-6%,0%
CC1OC2C(OC1C)N(S(C)(=O)=O)CCN2S(C)(=O)=O (stereo unspecified),-4%,-7%,0%,-7%,1%,-11%,9%,4%
CCOc1ccc(N(CC(=O)NCc2ccco2)S(=O)(=O)c2ccc(OC)c(OC)c2)cc1,-6%,2%,3%,-16%,3%,-15%,-7%,?
COc1ccc(C(=O)OCC(=O)NC(=O)NC(C)C)cc1OC,2%,2%,-3%,-24%,-3%,-3%,2%,10%
CCCN(CCC)CC(O)Cn1cc(/C=C/C(=O)c2ccc(Br)cc2)c2ccccc21 (stereo unspecified),?,?,-2%,nt,nt,?,-2%,nt

# Compound activity as filed in PubChem.
